Assay outcomes (PubChem BioAssay)
Rpn11 inh: Rpn11 (human) deubiquitinase inhibition | AID 588493 | 0.59% of 360,000 active | human 26S proteasome, Ub4-pepOG fluorescence polarization; 20S core pre-blocked with epoxomicin | O00487 | calls only at 20 µM;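 active means inhibition at 20 µM, scaled to each plate's controls, above about 33%, limit read from the data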
Target sequence (O00487 whole entry, looked up): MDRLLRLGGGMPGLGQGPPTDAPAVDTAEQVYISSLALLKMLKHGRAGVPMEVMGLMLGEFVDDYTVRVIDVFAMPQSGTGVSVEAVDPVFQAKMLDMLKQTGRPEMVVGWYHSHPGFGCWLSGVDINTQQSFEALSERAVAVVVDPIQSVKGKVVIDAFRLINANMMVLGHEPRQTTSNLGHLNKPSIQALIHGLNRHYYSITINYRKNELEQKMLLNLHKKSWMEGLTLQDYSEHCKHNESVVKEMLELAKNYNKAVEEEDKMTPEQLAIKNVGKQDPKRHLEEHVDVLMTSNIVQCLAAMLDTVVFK
Scp-1 inhibitor: inhibitors of human Scp-1 phosphatase; Q9GZU7; Recombinant Scp1, phosphopeptide, malachite green phosphate absorbance; inhibition, % at 20 µM; 0.88% of 340,000 active;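 active means inhibition above about 50% at 20 µM, limit read from the data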;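 further: plate controls were DMSO wells with enzyme for no effect and wells lacking enzyme for full effect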
Target sequence (Q9GZU7 76-261 limits assumed): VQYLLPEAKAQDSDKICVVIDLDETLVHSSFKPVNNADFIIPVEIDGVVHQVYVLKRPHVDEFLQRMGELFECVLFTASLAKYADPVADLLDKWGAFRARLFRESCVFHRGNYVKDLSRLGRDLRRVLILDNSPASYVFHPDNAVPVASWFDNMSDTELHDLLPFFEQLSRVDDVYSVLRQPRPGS
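Assay system: SCP-1 catalytic fragment, aa 76-261 | Buffer or medium: Tris acetate buffer pH 5.5 with MgCl2 and Tween-20 | Compound: One concentration, 20 µM, with 1.0% DMSO | Also added: Phospho 17-mer peptide substrate | Signal: Absorbance at 630 nm | Incubation: 45 min enzyme reaction at room temperature | Measure: % inhibition of SCP-1 phosphate liberation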
Tb MetRS inh: Trypanosoma brucei MetRS inhibition; purified T. brucei MetRS, ATP depletion, Kinase-Glo luminescence; inhibition, % at 11.9 µM; 0.4% of 360,000 active;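 active means inhibition above a per-plate cutoff of the control wells' mean inhibition plus 3 SD, cut at about 5.5% in these data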;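 further: 0% = DMSO wells median and 100% = median of wells with control inhibitor compound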
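Test system: purified T. brucei MetRS enzyme. Also added: ATP, methionine and E. coli bulk tRNA substrates. Compound: 11.9 µM single point. Schedule: 15 min enzyme-compound preincubation, 2 h reaction, 10 min detection, 25 °C. Signal: luciferase luminescence of residual ATP, Kinase-Glo. Evaluation: percent inhibition versus plate control medians. Controls: DMSO wells, low control.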
NadD inh: NadD (S. aureus) enzyme inhibition; purified NadD enzyme, colorimetric absorbance read-out; inhibition, % at 20 µM; 0.78% of 360,000 active; AID 602399; in the data active means inhibition above about 26%; further: some compounds past the cut are filed as inactive
SUMO1 PPI mod: alters human SUMO1 binding to SIM partners; P63165; SUMO1 binding to a labelled peptide, TR-FRET, 1 h; inhibition, % at 20 µM; 0.33% of 360,000 active; AID 602429; in the data active means inhibition above about 37%
DNMT1 inh: DNMT1 (human) enzyme inhibition; P26358; DNMT1 molecular beacon, Hinp1I cleavage, fluorescence; inhibition (reported as % activation of signal), % at 10 µM; 0.83% of 360,000 active; AID 588458; in the data active means inhibition above about 50%
STEP block: STEP (human) phosphatase inhibition | P54829 | recombinant STEP, OMFP fluorogenic substrate, fluorescence | inhibition, % at 20 µM | 0.25% of 360,000 active | AID 588621;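 active means inhibition at 20 µM, scaled per plate between control wells, above about 37%, limit read from the data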;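 further: 0% = DMSO with enzyme and substrate and 100% = substrate only without enzyme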
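Test system: STEP tyrosine phosphatase / Reagent: OMFP at 25 µM / Doses: 20 µM, 1% DMSO / Read-out: percent inhibition scaled to no-enzyme and uninhibited-enzyme controls, plate-pattern corrected / Detection: FITC-channel fluorescence of OMFP product / Medium: Bis-Tris buffer pH 6.0, 2.5 mM DTT, 0.005% Tween 20 / Schedule: 20 min at room temperature, dark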
MsrA inhibitor: inhibitors of bovine MsrA | purified bovine MsrA, absorbance read-out | inhibition, % at 15.5 µM | 0.75% of 360,000 active | AID 651718; in the data active means inhibition above about 4.5%;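 further: 0% = vehicle wells with enzyme and 100% = reference inhibitor wells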
CSN deneddyl inh: blocks human CSN-mediated cullin deneddylation; Q92905; Purified CSN, SCF-Nedd8-OG deneddylation, fluorescence polarization; inhibition, % at 12.5 µM; 0.38% of 360,000 active; AID 651999;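 active means pattern-corrected inhibition above about 35%, with an unprinted fluorescence ratio check between 0.5 and 1.5, limit read from the data, passing the limit was not always enough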;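 further: 0% = enzyme with substrate and 100% = substrate without enzyme; some results filed as inactive read as strong as hits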
Target sequence (Q92905 whole entry, looked up, one chain of several): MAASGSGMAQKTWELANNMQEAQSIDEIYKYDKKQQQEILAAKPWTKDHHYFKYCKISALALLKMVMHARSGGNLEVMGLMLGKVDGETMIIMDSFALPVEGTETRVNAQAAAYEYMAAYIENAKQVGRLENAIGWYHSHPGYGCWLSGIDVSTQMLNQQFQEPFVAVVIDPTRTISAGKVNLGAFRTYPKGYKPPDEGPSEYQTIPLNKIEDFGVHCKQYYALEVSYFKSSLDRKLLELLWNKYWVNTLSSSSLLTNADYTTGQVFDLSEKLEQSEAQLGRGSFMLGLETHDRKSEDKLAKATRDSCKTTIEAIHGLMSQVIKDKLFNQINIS
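Test system: Human Csn5 produced in HEK293T cells | Compound: 12.5 µM single point | Times: 90 min, room temperature | Signal: Fluorescence polarization readout | Read-out basis: % inhibition of substrate cleavage by Csn5 | Controls: no-enzyme wells high, enzyme-with-substrate wells low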
LMPTP block: blocks human LMPTP phosphatase; P24666; recombinant LMPTP-A, OMFP fluorogenic substrate, fluorescence intensity; inhibition, % at 20 µM; 0.22% of 360,000 active;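 active means compounds that cut the enzyme signal by at least half of the control window in the single-dose screen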;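 further: plate controls were DMSO wells with enzyme plus substrate for no effect and substrate without enzyme for full effect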
Target sequence (P24666 whole entry, looked up): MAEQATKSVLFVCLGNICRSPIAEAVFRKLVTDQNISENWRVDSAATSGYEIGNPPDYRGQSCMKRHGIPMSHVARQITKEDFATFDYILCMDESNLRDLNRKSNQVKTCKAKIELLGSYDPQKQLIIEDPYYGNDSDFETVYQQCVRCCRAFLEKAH
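Test system – LMPTP-A enzyme · Amount – LMPTP-A at 0.625 nM final in the reaction · Buffer or medium – Bis-Tris pH 6.0, DTT, detergent · Reagent – OMFP 400 µM · Doses – single 20 µM dose · Schedule – reaction 50 min, room temperature, dark · Detection – fluorescence intensity of OMFP turnover product · Evaluation – percent inhibition versus substrate-only and uninhibited controls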
* hit, by the source's call; i = inactive; nt = no result given. An unsorted share of the library (roughly 3.9% active in at least one column).

#	Rpn11 inh	Scp-1 inhibitor	Tb MetRS inh	NadD inh	SUMO1 PPI mod	DNMT1 inh	STEP block	MsrA inhibitor	CSN deneddyl inh	LMPTP block	Molecule
1	i	2	-0.5	-14	9	0	-4	0.5	-5	-1.9	COc1ccc(OC)c(-n2c(-c3cc(-c4ccc(F)cc4)n[nH]3)n[nH]c2=S)c1
2	i	-6	-0.1	1	2	-1	-1	0.0	-1	-0.3	Cc1cc(C)cc(-n2nnc(C(=O)NCc3ccccc3Cl)c2N)c1
3	i	-2	-0.4	0	-2	2	-2	0.4	-3	0.6	CC(=O)c1cc(C)c(OC(=O)c2ccccc2)c(C)c1
4	i	-12	0.1	-5	-1	0	3	0.2	2	0.4	CCN(CC(=O)NC(C)(C)C)Cc1nc2c(Br)cc(Br)cc2c(=O)[nH]1
5	i	4	-0.8	0	-7	4	0	3.8	1	-1.8	CCOc1cc(/C=N/NC(=O)C(OC)c2ccccc2)ccc1O (stereo not drawn)
6	i	-4	-1.1	-1	2	4	-2	0.4	-2	-0.7	O=C(CCC(=O)c1ccccc1)NCCc1c[nH]c2ccccc12
7	i	-1	-0.5	-3	0	-1	-5	-0.4	1	-0.2	CCC(C(=O)OCC(=O)Nc1ccc(C(N)=O)cc1)c1ccccc1 (stereo not drawn)
8	i	-1	-0.4	1	3	7	-1	0.1	2	-1.9	C[C@@H]1CCC[C@@]2(O[C@H](CCO)C[C@H](O)[C@H]2O)O1
9	i	0	-0.9	-3	3	0	-3	0.7	-7	-1.7	COc1ccc(CCNC(=O)C2CCCN2S(=O)(=O)c2ccc(F)cc2)cc1OC (stereo not drawn)
10	i	-14	0.0	-11	-1	-4	-1	-1.0	0	1.2	Cc1nn(C(C)(C)C)c(OC(=O)c2cccs2)c1S(=O)(=O)c1ccccc1
11	i	-4	0.2	5	-3	-2	-1	nt	0	0.8	COc1ccc(OC)c(-c2cc(C(=O)NCCN3CCOCC3)no2)c1
12	i	-2	0.1	-7	2	0	2	nt	2	-2.2	CCOCCCN1C(=O)C2C(C(=O)Nc3ccc(OCC)cc3)C3C=CC2(O3)C1C(=O)NC1CCCCC1 (stereo not drawn)
13	i	-4	-0.5	-4	-5	1	-2	2.6	0	0.8	COc1ccc(OC)c(/C=C/C(=O)OCC(=O)Nc2ccc3c(c2)OCCO3)c1
14	i	7	-0.7	3	11	2	-3	-1.1	-1	-0.9	CC(C)NC(=O)C(c1ccc(F)cc1)N(C(=O)CCC(=O)Nc1ccccn1)c1cccc(F)c1 (stereo not drawn)
15	i	-7	0.0	12	2	-15	-2	4.1	1	2.9	O=C(N/N=C/c1cn(-c2cccs2)nc1-c1ccccc1)c1ccccc1Cl
16	i	-9	-0.8	-7	-1	7	-2	-0.1	-3	0.5	COc1cc(NC(=O)NC(C)(C(F)(F)F)C(F)(F)F)cc(OC)c1OC
17	i	-4	0.0	3	1	3	-2	0.3	3	0.8	CCOc1ccccc1OCC(=O)NN=C1CCCC(=O)C1
18	i	-7	-0.2	-1	-4	0	1	1.9	3	-2.3	O=C1CS/C(=N/N=C2C3CC4CC(C3)CC2C4)N1
19	i	-12	-0.3	-7	2	2	1	0.0	-3	-1.5	CCC(O)(Cc1ccccn1)Cc1ccccn1
20	i	-1	-0.7	-2	-1	0	-1	-1.6	4	-2.0	CCOC(=O)C1(Cc2ccccc2)CCN(Cc2cn[nH]c2-c2ccccc2)CC1
21	i	-15	-0.3	-8	4	-2	3	0.2	-3	3.3	COc1ccc(C)cc1NC(=O)NCCCCc1ccccc1
22	i	1	-0.4	-2	1	-1	-2	1.6	15	-2.8	COCCCNC(=O)CC1C[C@H](C(=O)N2CCOCC2)[C@@]2(C)c3[nH]c4ccc(OC)cc4c3CCN2C1=O (stereo partly drawn)
23	i	-4	-0.2	-2	-5	-43	1	-0.2	4	-0.2	c1ccc2c(c1)NCCS2
24	i	-4	-2.4	2	-1	-11	-4	-1.0	-3	5.9	OC(COCc1cccs1)CN1CCCCCC1 (stereo not drawn)

Already shown: three of the compounds above.
#	Rpn11 inh	Scp-1 inhibitor	Tb MetRS inh	NadD inh	SUMO1 PPI mod	DNMT1 inh	STEP block	MsrA inhibitor	CSN deneddyl inh	LMPTP block	Molecule
19	i	-12	-0.3	-7	2	2	1	0.0	-3	-1.5	CCC(O)(Cc1ccccn1)Cc1ccccn1
20	i	-1	-0.7	-2	-1	0	-1	-1.6	4	-2.0	CCOC(=O)C1(Cc2ccccc2)CCN(Cc2cn[nH]c2-c2ccccc2)CC1
21	i	-15	-0.3	-8	4	-2	3	0.2	-3	3.3	COc1ccc(C)cc1NC(=O)NCCCCc1ccccc1

Next records follow.
#	Rpn11 inh	Scp-1 inhibitor	Tb MetRS inh	NadD inh	SUMO1 PPI mod	DNMT1 inh	STEP block	MsrA inhibitor	CSN deneddyl inh	LMPTP block	Molecule
25	i	-14	-0.2	1	3	-2	-3	2.1	0	1.7	COc1ccc2c(c1)OC[C@H]1[C@H]2N2C(=O)CN(Cc3ccc(F)cc3)C(=O)[C@@]2(C)[C@H]1c1ccccc1
26	i	-8	0.1	-2	2	0	9	-0.1	-8	-0.4	COc1ccc(C(=O)N2CCN(c3ccc(C)cc3C)CC2)cc1OC
27	i	12	-0.9	5	1	11	0	-4.0	0	-3.6	CCCCCc1ccc(OCCCC[n+]2ccc(C)cc2)c(CCCCC)c1
28	i	-1	-0.3	3	4	1	-2	2.0	4	1.5	COc1ccccc1N1CCN(C2CCCN(C(=O)c3ccoc3C)C2)CC1 (stereo not drawn)
29	i	nt	0.0	-9	0	-7	-3	-0.6	-6	1.6	COc1ccc(OC(F)(F)F)cc1CC1(C)C(=O)Nc2cccc(Cl)c21 (stereo not drawn)
30	i	6	0.2	-3	2	3	-2	nt	-3	-1.1	CCCCN1CC(=O)N2[C@H](c3ccc(OC)cc3)[C@@H]3C(=O)N(CC)C(=O)[C@@H]3[C@]2(C)C1=O
31	i	-7	0.2	4	20	-2	-2	-2.0	-4	-0.2	COCCCN(C(=O)CCOc1ccc(C(C)(C)C)cc1)c1c(N)n(Cc2ccccc2)c(=O)[nH]c1=O
32	i	-5	-0.4	-1	-5	2	0	2.6	-6	-0.6	COCC(=O)N1CCCC(C(=O)c2ccc(-c3ccccc3)cc2)C1 (stereo not drawn)
33	i	-6	-0.5	7	1	0	-3	-1.2	4	-1.1	Fc1ccc(CSc2nnc(-c3cccnc3)n2Cc2ccco2)cc1
34	i	-8	0.1	2	3	2	3	0.0	1	-0.2	O=C(c1cccc(N2C(=O)C3C4C=CC(C4)C3C2=O)c1)N1CCN(c2ccc(F)cc2)CC1 (stereo not drawn)
35	i	-2	0.5	-3	2	3	3	0.3	-1	0.9	Cc1ccc(C)c(S(=O)(=O)NCc2ccncc2)c1
36	i	-12	0.1	-8	1	1	3	-0.3	-3	0.3	COc1ccc(C)cc1NC(=O)C1CCN(S(=O)(=O)c2cccs2)CC1
37	i	-7	-0.6	-7	-31	-2	-1	1.3	-2	-0.2	O=C(CNC(=O)c1ccccc1F)NCCN1C(=O)S/C(=C\c2ccc3c(c2)OCO3)C1=O
38	i	-8	-0.3	0	-13	-6	-2	0.1	4	0.4	COc1ccc(C2=CC(c3ccc(OC)c(OC)c3)n3nnnc3N2)c(OC)c1 (stereo not drawn)
39	i	-3	0.0	0	-11	-1	0	-0.7	-2	-0.5	CC(=O)C1CCC2C3CCC4=CC(=O)CCC4(C)C3(Br)C(=O)CC12C (stereo not drawn)
40	i	15	1.3	-2	17	8	-6	0.2	-32	-0.8	CC1(C)CC(=O)C2=C(C1)OC(N)=C(C#N)C2c1cc2c(cc1[N+](=O)[O-])OCO2 (stereo not drawn)
41	i	-3	-1.8	6	28	7	3	1.6	-1	2.6	COc1cc(C(=S)N2CCN(c3cccc(Cl)c3)CC2)ccc1O
42	i	-5	-0.2	-2	-3	-15	-3	-0.6	-1	1.3	O=C(Nc1ccc2c(c1)OCO2)C1CC(=O)N(CCc2ccccc2)C1 (stereo not drawn)
43	i	nt	1.2	1	4	6	2	0.3	-1	-2.0	CCCCN1C(=O)C(CC(=O)NC2CCCC2)CC(C(=O)N(C(C)C)C(C)C)=C1C (stereo not drawn)
44	i	-4	0.0	-4	2	-7	0	-0.8	2	1.1	O=C1N[C@@H](c2ccccc2)COC(=O)[C@@H](Cc2ccc(F)cc2)C/C=C\C[C@@H]1CC(=O)N(CCO)Cc1ccccc1
45	i	-7	-1.3	-6	0	-1	-3	0.4	4	-1.6	CCC(C)c1cc(S(=O)(=O)N2CCOCC2)ccc1OC (stereo not drawn)
46	i	-15	-0.8	-6	0	3	2	-0.6	-2	-0.3	CC(C)CCNC(=O)C(c1cccs1)N(CC1CCCO1)C(=O)Cn1nnc2ccccc21 (stereo not drawn)
47	i	8	0.1	35*	16	37	5	0.1	11	7.1	Cc1cc(O)c(C(=O)/C=C/c2cccc([N+](=O)[O-])c2)c(=O)o1
48	i	-5	-0.5	8	-8	-7	-8	1.2	-1	-1.1	Cc1nn(C)c(Oc2ccccc2)c1[N+](=O)[O-]
49	i	-7	-0.4	-1	0	3	-1	-0.7	-2	-2.1	Cc1ncoc1C(=O)Nc1cccc(Cl)c1C
50	i	-4	0.3	6	-35	2	-1	3.3	2	-0.3	Cn1c(O)c(N=NC(=O)CNC(=O)/C=C/c2ccccc2)c2ccccc21
51	i	-10	-1.8	0	5	2	-4	0.9	-2	-2.7	CCCc1cc(=O)[nH]c(SCC(=O)c2c(N)n(C)c(=O)n(C)c2=O)n1
52	i	7	-1.7	-7	0	1	0	1.4	0	0.8	C=CCNc1nc(N)c([N+](=O)[O-])c(NC2CCCCC2)n1
53	i	-5	0.4	-4	2	-1	1	0.2	4	-1.1	COc1cc2c(cc1OC)C(c1cccs1)CC(=O)N2 (stereo not drawn)
54	i	2	-0.1	5	-5	10	2	-0.1	6	-0.5	Cc1ccc(-c2nnn(CC(=O)N3CCC(C)CC3)n2)o1
55	i	0	-0.6	-5	-2	0	17	0.5	7	-2.1	C=CCNC(=O)c1cccc(C(F)(F)F)c1
56	i	-2	0.2	4	2	2	-2	-0.3	4	-1.0	Cc1nn(C)cc1C(C(=O)NC1CCCCC1)N(C(=O)c1cnccn1)c1ccc(Oc2ccccc2)cc1 (stereo not drawn)
57	i	-1	0.0	-1	-42	0	1	0.7	-1	2.0	Cc1ccc2c(c1)sc(-c1ccc(N(C)C)cc1)[n+]2C
